# Screening results as filed in PubChem.
# TRPC4 inh: inhibitors of mouse TRPC4 channel | Q9QUQ5 | HEK293 TRPC4beta/mu-opioid, DAMGO-evoked Fluo4 calcium flux; stronger effect = lower value | B-score at 10 µM | hit rate 0.39% among 300,000;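 active = B-score over 3 SD under the library average, no early fluorescence shift, positive overall ratio signal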
#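 System: stable TRPC4beta/mu-opioid receptor HEK293 cells; Dosing: single-point compound dosing; Measured by: Fluo4 Ca2+ flux fluorescence; Read-out basis: per-well B score of integrated baseline-normalized Fluo4 ratio.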
# MrgX1 agonist: human MrgX1 receptor agonism, primary screen; Q96LB2; B-score at 10 µM; MrgX1-HEK293 cells, Fluo-4 calcium fluorescence, agonist mode; stronger effect = higher value; hit rate 0.44% among 310,000;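 active = calcium response B-score plate-corrected fluorescence ratio at least 3 library SD, with starting fluorescence B-score inside 5 SD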
# Target sequence (Q96LB2 whole entry, looked up): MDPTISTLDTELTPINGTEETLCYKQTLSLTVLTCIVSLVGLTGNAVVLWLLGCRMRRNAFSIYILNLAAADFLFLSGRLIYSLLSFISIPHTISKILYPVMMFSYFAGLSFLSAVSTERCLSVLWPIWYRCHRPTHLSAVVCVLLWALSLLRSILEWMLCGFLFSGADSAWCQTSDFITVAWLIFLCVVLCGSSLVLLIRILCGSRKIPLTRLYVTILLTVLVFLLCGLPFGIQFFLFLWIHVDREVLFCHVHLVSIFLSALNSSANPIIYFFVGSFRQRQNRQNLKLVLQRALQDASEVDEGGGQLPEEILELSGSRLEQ
#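 Test system: HEK293 cells stably expressing human MrgX1 receptor; amount: 15,000 cells per well; doses: compound delivered in addition one of three; times: overnight plating before 1 h dye loading; detection: Fluo-4 NW calcium-flux fluorescence, kinetic read; read-out basis: B-scored fluorescence response ratio; controls: positive and negative controls per plate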
# ANO1 block: mouse TMEM16A channel inhibition, primary screen; AID 588511; hit rate 1.2% among 310,000; normalized B-score (activity score, 25-100; higher = stronger inhibition) at 10 µM; Q8BHY3; HEK293 TMEM16A/YFP iodide influx fluorescence, ionomycin;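 active = ratio plate-corrected score three or more library SD toward inhibition, starting fluorescence score within five deviations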;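 also: score derived from kinetic fluorescence span divided by baseline fluorescence per well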
# ANO1 activ: mouse TMEM16A channel activation, primary screen; Q8BHY3; HEK293 TMEM16A/YFP-H148Q/I152L, iodide quench fluorescence; stronger effect = lower value; B-score at 10 µM; hit rate 0.3% among 340,000; AID 623877;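 active = fluorescence-ratio B-score plate-corrected deviation score at least 3 library SD below zero, with starting fluorescence score within 5 deviations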;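 also: channel opened by trigger with iodide after compound preincubation; score built on the fluorescence ratio of max minus min over baseline; more negative score means more quench and so TMEM16A activation or potentiation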
# MrgX1 PAM: allosterically activates human MrgX1 receptor signaling; hit rate 0.63% among 310,000; MrgX1-HEK293, Fluo-4 calcium flux, FDSS; stronger effect = higher value; Q96LB2; B-score at 10 µM;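 active = plate-corrected calcium response at least 3 library SD above typical, normal starting fluorescence, not activating the receptor alone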;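 also: compound read alongside a low EC10 to EC30 dose of BAM8-22 agonist; peak minus trough fluorescence over baseline measured at the second addition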
# SKKanGAS inh: SKKanGAS growth inhibition | S. pyogenes SKKanGAS, kanamycin growth, BacTiter-Glo, 6 h | hit rate 1.3% among 300,000 | inhibition, % at 7.5 µM;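 active = mean replicate score, as percent of positive control median, at least 50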;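 also: strain carries kanamycin resistance gene driven by streptokinase promoter and grows in 40 µg/ml kanamycin; loss of luminescence reflects streptokinase promoter inhibition or plain growth inhibition; 0% = median of DMSO wells and 100% = positive control at its reference dose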
# MrgX1 antag: blocks BAM8-22 activation of human MrgX1 receptor; B-score at 10 µM; AID 588676; MRGX1-HEK293 calcium flux, Fluo-4, BAM8-22 antagonism; stronger effect = lower value; hit rate 1.3% among 310,000;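 active = calcium-response B-score plate-corrected more than 3 library SD below zero, starting fluorescence within 5 deviations, no agonist response on first addition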;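 also: peak minus trough fluorescence over baseline after final BAM8-22 challenge near maximal dose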
# TRPC4 PAM: TRPC4 (mouse) allosteric potentiation. hit rate 0.42% among 310,000. B-score at 10 µM. HEK293 TRPC4beta/mu-opioid, DAMGO EC20, Fluo-4 Ca2+ flux; stronger effect = higher value. Q9QUQ5;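 active = B-score of calcium response area above 5 SD of library B-scores, with initial fluorescence ratio within 5 SD of library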;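 also: B-score of integrated fluorescence ratio over time as area under calcium response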
# TRPC6 act: mouse TRPC6 channel activation; HEK293-TRPC6 membrane potential dye fluorescence; stronger effect = higher value; B-score at 10 µM; hit rate 0.13% among 310,000;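 active = B-score of the integrated fluorescence ratio above library mean plus 3 SD, and starting fluorescence ratio within library mean plus 5 SD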;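 also: higher score means more depolarization so channel activation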
# TRPC4 act: opens the mouse TRPC4 cation channel. HEK293 TRPC4beta/mu-opioid, Fluo4 calcium fluorescence; stronger effect = higher value. B-score at 10 µM. hit rate 0.49% among 310,000;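 active = B-score above 5 SD of library B-scores, and initial fluorescence ratio not above library mean plus 5 SD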;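 also: positive B-score marks a calcium rise read as TRPC4 activation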
#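 Incubation: 45 min room-temperature Fluo4 loading, 110 s read / System: HEK293 cells stably co-expressing mouse TRPC4beta and mu-opioid receptor / Signal: Fluo4 fluorescence, kinetic / Control set: buffer (low) and maximal DAMGO (high) / Measure: integrated baseline-normalised fluorescence ratio, converted to per-well B score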
# TRPC6 inh: blocks the mouse TRPC6 cation channel; B-score at 10 µM; hit rate 1.1% among 310,000; HEK293-TRPC6, membrane potential dye, ACh-evoked depolarization; stronger effect = lower value; Q61143;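 active = B-score under library mean minus 3 SD, initial fluorescence not abnormally high, positive integrated signal ratio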;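 also: B-score derived from integrated fluorescence ratio over the kinetic read; more negative B-score means stronger inhibition of depolarization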
# * hit, by the source's call; i = inactive; x = no result given.
SMILES,TRPC4 inh,MrgX1 agonist,ANO1 block,ANO1 activ,MrgX1 PAM,SKKanGAS inh,MrgX1 antag,TRPC4 PAM,TRPC6 act,TRPC4 act,TRPC6 inh
Cc1cccc(NC(=O)C(=O)NCC2CCCN2S(=O)(=O)c2ccccc2)c1 (centres undefined),i,i,i,i,i,-5.0,i,i,i,i,i
Cn1c(COc2ccc(Cl)cc2)nc2ccccc2c1=O,i,i,i,i,i,0.1,i,i,i,i,i
C=C(C)C(=O)Nc1cccc(C2=NOC3(C2)C[C@@H](C(N)=O)N(C(=O)CC(c2ccccc2)c2ccccc2)C3)c1 (some centres undefined),i,i,i,i,i,17.6,i,i,i,i,i
CN(CCCNC(=O)c1ccc(/C=N/O)nc1)CCCN(C)Cc1ccccc1,i,i,i,i,i,-4.3,i,13*,i,i,i
CCC(C)(C)NC(=O)CN(C(=O)CCC(=O)Nc1cc(C)ccn1)c1ccc2c(c1)OCO2,i,i,i,i,i,x,i,i,i,i,i
O=C(N=Nc1c(O)n(C2OC(=O)c3ccccc32)c2ccccc12)c1ccco1 (centres undefined),i,i,i,x,i,0.8,i,i,i,i,i
CCOc1ccc2c(c1)-c1c(ssc1=S)C(C)(C)N2C(=O)c1ccco1,i,i,i,i,i,7.6,i,i,i,i,i
CC1CCN(C(=O)CCS(=O)(=O)c2cc3c(cc2Cl)NC(=O)CO3)CC1,i,i,i,i,i,-5.7,i,i,i,i,i
COCc1c(N)c(C)nc(Cl)c1C#N,i,i,i,i,i,4.4,i,i,i,i,i
CCc1c(O)nc(SC2CC(=O)N(c3ccc(F)c(Cl)c3)C2=O)[nH]c1=O (centres undefined),i,i,i,i,i,-1.1,i,i,i,i,i
CC(C)c1ccc(CNC(=O)C(=O)NCC2CCCO2)cc1 (centres undefined),i,i,i,i,i,13.4,i,i,i,i,i
COc1ccc(CCNc2cc(C)nc3c(-c4ccccc4OC)cnn23)cc1OC,i,i,i,i,i,9.1,i,i,i,i,i
Cc1ccc(CONC(=O)c2ccc(OC(F)F)cc2)cc1,i,i,i,i,i,-4.5,i,i,i,i,i
CSc1nc(SCCN(C)C)c2c3c(sc2n1)COC(C)(C)C3,i,i,i,i,i,0.5,i,i,i,i,i
Cc1ccc(-n2ncc3c2CC(C)(C)CC3NC(=O)c2ccc[n+]([O-])c2)cc1 (centres undefined),i,i,i,i,i,-2.4,i,i,i,i,i
O=C(O)C1CCN(S(=O)(=O)c2ccc(Oc3ccccc3)cc2)CC1,i,i,i,i,i,20.9,i,i,i,i,i
CC1CC(C)CN(C(=O)CNS(=O)(=O)c2cccs2)C1 (centres undefined),i,i,i,i,i,5.9,i,i,i,i,i
NC1=NS(=O)(=O)NC1c1cccc(Cl)c1 (centres undefined),i,i,i,i,i,-5.9,i,i,i,i,i
COC(=O)CNC(=O)CN1C(=O)N(c2ccccc2)C(N(O)C(=O)Nc2ccccc2)C1(C)C (centres undefined),x,i,i,i,i,-4.9,i,x,x,x,x
COc1ccc(NC(=O)c2ccc(-n3nc(C)c[n+]3[O-])cc2)cc1,i,i,i,i,i,6.1,i,i,i,i,i
Cc1cccc(OCC(O)CN2CCN(C3CCCCC3)CC2)c1 (centres undefined),i,i,i,i,i,1.1,i,i,i,i,i
COc1ccccc1NCC(O)COc1ccc(C(C)(C)C)cc1 (centres undefined),i,i,i,i,i,8.5,i,i,i,i,i
O=C(NCC(c1cccs1)N1CCOCC1)c1cc(=O)[nH]c2ccccc12 (centres undefined),i,i,i,i,i,-13.6,i,i,i,i,i
O=C(NC1CCCCC1)c1ccc(CNc2nc(=S)[nH]c3ccccc23)cc1,i,i,i,i,i,7.6,i,i,i,i,i
Cc1cccc(Nc2nc(N)nc(CN3CCN(Cc4ccc5c(c4)OCO5)CC3)n2)c1,i,i,i,i,i,15.5,i,i,i,i,i
# (cont.)
SMILES,TRPC4 inh,MrgX1 agonist,ANO1 block,ANO1 activ,MrgX1 PAM,SKKanGAS inh,MrgX1 antag,TRPC4 PAM,TRPC6 act,TRPC4 act,TRPC6 inh
O=C1NC(=O)/C(=C\c2ccc(Oc3cnccn3)cc2)S1,i,i,i,i,i,7.3,i,i,i,i,i
CN(c1cccc(NC(=O)Nc2cccc(Cl)c2)c1)S(C)(=O)=O,i,i,100*,i,i,3.6,-5.23*,i,i,i,i
CCOC(=O)Nc1ccc(S(=O)(=O)Nn2cnnc2)cc1,i,i,i,i,i,-3.0,i,i,i,i,i
COCCSc1ccccc1C(=O)N1CCN(Cc2ccc3c(c2)OCO3)CC1,i,i,i,i,i,-1.5,i,i,i,i,i
COc1ccc(/C=N\NC(=O)c2nn(C)cc2Cl)cc1CN1CCOCC1,i,i,i,i,i,-1.1,i,i,i,i,i
CCOC(=O)Nc1ccccc1C(=O)N1CCOCC1,i,i,i,i,i,1.0,i,i,i,i,i
S=c1[nH]nc(-c2ccco2)n1/N=C/c1cccs1,i,i,i,i,i,-0.1,i,i,i,i,i
Cc1ccc(S(=O)(=O)n2[nH]c(=O)cc2NC(=O)c2cccs2)cc1,i,i,i,x,i,-1.5,i,i,i,i,i
NC(=O)c1ccc(-n2nnnc2SCC(=O)Nc2ccccc2F)cc1,i,i,i,i,i,6.4,i,i,i,i,i
CCOc1cc2c(Cl)ncnc2c(OCC)c1OCC,i,i,i,i,i,-0.7,i,i,i,i,i
O=C1OCC(c2ccc(Cl)s2)=C1c1ccccc1[N+](=O)[O-],i,i,i,i,i,0.4,i,i,i,i,i
CC(C)CCOc1cccc(OCC(=O)NC2CCS(=O)(=O)C2)c1 (centres undefined),i,i,i,i,i,-4.2,i,i,i,i,i
COc1ccccc1NC(=O)C(=O)NCCCN1CCCC1=O,i,i,i,i,i,-2.5,i,i,i,i,i
CC(=O)c1cccc(NC(=O)c2ccccc2OCc2ccc(F)cc2)c1,i,i,i,i,i,-4.6,i,i,i,i,i
O=[N+]([O-])c1ccc(S(=O)(=O)NCCc2cn3ccccc3n2)cc1,i,i,i,i,i,-0.7,i,i,i,i,i
CCOC(=O)c1ccc2c(c1)nc(SC/C(O)=C(\C#N)c1nc3ccccc3[nH]1)n2CC,i,i,i,i,i,16.1,i,i,i,i,i
O=C(Cn1nc(-c2ccccc2)nc1-c1ccccc1)N1CCOCC1,i,i,i,i,i,-3.7,i,i,i,i,i
CS(=O)(=O)N1CCN(C(=S)NCc2ccc(F)cc2)CC1,i,i,i,i,i,-4.9,i,i,i,i,i
CCOc1ccc(CC(C(N)=O)C(N)=O)cc1CN(C)C,i,i,i,i,i,-6.6,i,i,i,i,i
Cc1ccccc1/C=N/n1c(-c2cc(-c3ccccc3)n[nH]2)n[nH]c1=S,i,i,i,i,i,6.7,i,i,i,i,i
COCCCN1C(=O)c2ccc(C(=O)O)cc2C1=O,i,i,i,i,i,5.2,i,i,i,i,i
Cc1ccc2[nH]cc(CCNS(=O)(=O)c3ccc(F)cc3)c2c1,i,i,i,i,i,-3.5,i,i,i,i,i
CCCCCC(C)NC(=S)NC(=O)c1cc(S(=O)(=O)N2CCOCC2)ccc1C (centres undefined),i,i,i,i,i,4.8,i,i,i,i,i
COc1cc(NC(=O)CCCNC(=O)c2ccc(Cl)cc2)cc(OC)c1,i,i,i,i,i,-3.0,i,i,i,i,i
CCOc1ccccc1-n1c(SCC(=O)N2CCOCC2)nnc1-c1ccccn1,i,i,i,i,i,-1.5,i,i,i,i,i
# (list continues)
SMILES,TRPC4 inh,MrgX1 agonist,ANO1 block,ANO1 activ,MrgX1 PAM,SKKanGAS inh,MrgX1 antag,TRPC4 PAM,TRPC6 act,TRPC4 act,TRPC6 inh
Cc1c(NC(=O)C(C)OC(=O)c2ccc(Br)o2)c(=O)n(-c2ccccc2)n1C (centres undefined),i,i,i,i,i,-3.2,i,i,i,i,i
CCOC(=O)CCCc1c[nH]c2ccccc12,i,i,i,i,i,3.2,i,i,i,i,i
Cc1cc(C(=O)NCCCN2CC(C)CC(C)C2)n(-c2ccccc2)n1 (centres undefined),i,i,i,i,i,3.0,i,i,i,i,i
CSc1ccc(/C=N/NC(=O)CN2CCN(Cc3ccccc3Cl)CC2)cc1,i,i,i,i,i,2.7,i,i,i,i,i
CCCNC(=O)COC(=O)c1c2c(nc3ccccc13)CCC2,i,i,i,i,i,-1.9,i,i,i,i,i
O=C(CCn1c(=S)oc2ccccc21)Nc1ccc2c(c1)OCCO2,x,i,i,i,i,0.3,i,x,x,x,x
Cn1cnnc1SCC(=O)NCCC(c1ccccc1)c1ccccc1,i,i,i,i,i,1.0,i,i,i,i,i
C=CCN=C(NC#N)SCC(=O)NC(C)(C)C,i,i,i,i,i,-14.9,i,i,i,i,i
O=C(O)c1ccc(/C=N/Nc2ccc(F)cc2F)cc1,i,i,i,i,i,12.1,i,i,i,i,i
CCCCCc1n[nH]c2c1CCCC2,i,i,i,i,i,14.4,i,i,i,i,i
COc1ccc(NC(=O)c2cc([N+](=O)[O-])ccc2NC(=O)CNC2CCCCC2C)c(OC)c1 (centres undefined),i,i,i,i,i,-15.1,i,i,i,i,i
Cc1nc2n(c(=O)c1CCN1CCC(c3noc4cc(F)ccc34)CC1)CCCC2,i,i,i,i,i,-6.8,i,i,i,i,i
CN(C)C(=O)N1CCCC(C(=O)NCc2ccccc2)C1 (centres undefined),i,i,i,i,i,-1.1,i,i,i,i,i
COc1ccc(OC)c(-n2c(-c3cccc(O)c3)n[nH]c2=S)c1,i,i,i,i,i,-5.8,i,i,i,i,i
N#Cc1c(-c2ccccc2)nc2n(-c3ccccc3)nc(C(=O)Nc3ccccc3)n2c1=O,i,i,i,i,i,14.3,i,i,i,i,i
COc1ccc(-c2csc(NC(=S)NC(=O)/C=C/c3ccco3)n2)cc1Br,i,i,i,i,i,-6.0,i,i,i,i,i
CCCCCn1c(Br)nc2c1c(=O)n(CC(N)=O)c(=O)n2C,i,i,i,i,i,1.7,i,i,i,i,i
